Screening results from PubChem BioAssay.
GSK3B inh: human GSK3beta kinase inhibition; GST-GSK3beta kinase, ADP-Glo luminescence, 60 min; active compounds read low; P49841; AID 2097; hit rate 0.038% among 300,000; activity score (negative = inhibition), % at 10 µM;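 active means more than half of replicate wells score below -50%, meaning over 50% inhibition versus plate controls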;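 further: 0% = median DMSO wells and -100% = median GW8510 positive control wells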
Target sequence (P49841 whole entry, looked up): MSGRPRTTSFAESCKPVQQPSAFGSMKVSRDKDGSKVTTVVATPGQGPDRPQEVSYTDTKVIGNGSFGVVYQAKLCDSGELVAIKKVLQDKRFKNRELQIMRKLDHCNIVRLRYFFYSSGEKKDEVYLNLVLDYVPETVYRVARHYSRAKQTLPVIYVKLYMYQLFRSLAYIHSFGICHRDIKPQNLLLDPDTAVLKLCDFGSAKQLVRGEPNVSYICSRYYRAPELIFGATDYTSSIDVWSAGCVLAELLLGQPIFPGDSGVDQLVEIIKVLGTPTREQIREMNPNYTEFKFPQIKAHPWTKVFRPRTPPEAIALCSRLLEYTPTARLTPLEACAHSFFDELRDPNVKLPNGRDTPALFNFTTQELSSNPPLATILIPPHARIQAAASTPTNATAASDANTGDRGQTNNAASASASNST
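Test system: GST-tagged human GSK3beta kinase, cell-free; evaluation: activity score scaled between in-plate DMSO and GW8510 controls; measured by: ADP-Glo luminescence; incubation: 60 min reaction, RT; benchmarks: DMSO and 20 µM GW8510; reagent: peptide substrate plus 25 µM ATP (final); medium: Tris/MgCl2 kinase buffer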
aSyn 5UTR inh: 5' untranslated region of α-synuclein, MLPCN primary screen | AID 1813 | alpha-synuclein 5'UTR reporter, inhibitor activity | inhibition, % (tested at 7.5 µM) | hit rate 0.82% among 300,000; in the data active means inhibition above about 60%;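 further: H4 neuroglioblastoma cells stably carrying SNCA 5'UTR luciferase fusion; 0% = DMSO wells and 100% = positive control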
HSF1 inhib: HSF1 inhibition | NIH3T3-HGL HSE-luciferase, MG132-induced, luminescence 8 h; active compounds read low | activity change, negative = inhibition, % at 7.5 µM (by protocol) | hit rate 0.77% among 300,000 | AID 2098;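 active means more than half of replicate wells show activity change below -50%, luminescence cut by over half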;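 further: luciferase reports HSF-1 transcriptional activity via heat shock element; 0% = median of DMSO wells and -100% = zero luminescence signal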
HSF-1 act: increases HSF-1 driven luciferase reporter signal | NIH3T3-HGL HSF-1 luciferase reporter, MG132, 8 h; 100% = twice DMSO control signal | activation, % at 9 µM | hit rate 1.7% among 300,000;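 active means mean replicate activation of at least 50% with a set share of replicates each reaching 50%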;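 further: 0% = median of the neutral control wells and 100% = twice that signal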
GSK3A inh: inhibitors of human GSK-3 alpha kinase. P49840. ADP-Glo luminescence, 60 min. inhibition, % at 10 µM. hit rate 0.1% among 320,000. AID 2650;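 in the data active means inhibition above about 50%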;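 further: GST-tagged GSK-3 alpha with peptide substrate and 25 µM ATP; 0% = DMSO neutral wells and 100% = GW8510 positive control wells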
Target sequence (P49840 whole entry, looked up): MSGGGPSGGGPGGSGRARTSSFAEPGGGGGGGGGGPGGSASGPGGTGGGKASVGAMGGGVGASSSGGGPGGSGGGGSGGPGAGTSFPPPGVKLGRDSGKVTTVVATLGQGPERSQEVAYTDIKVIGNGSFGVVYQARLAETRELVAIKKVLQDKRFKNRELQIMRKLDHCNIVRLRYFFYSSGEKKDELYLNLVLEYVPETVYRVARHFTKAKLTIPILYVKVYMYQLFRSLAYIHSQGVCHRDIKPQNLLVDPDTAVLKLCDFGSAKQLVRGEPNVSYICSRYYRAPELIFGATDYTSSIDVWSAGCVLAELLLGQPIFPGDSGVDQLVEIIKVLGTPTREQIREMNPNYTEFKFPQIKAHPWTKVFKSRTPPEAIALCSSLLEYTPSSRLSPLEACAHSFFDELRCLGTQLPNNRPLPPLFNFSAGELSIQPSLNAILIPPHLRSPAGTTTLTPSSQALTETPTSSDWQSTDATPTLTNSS
IEC-6 tox: kills IEC-6 intestinal cells in KLF5 counter-screen; IEC-6 cytotoxicity, luminescence viability; hit rate 0.78% among 290,000; inhibition, % at 5 µM; in the data active means inhibition above about 22%;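 further: 0% = plate median of test compound wells and 100% = cytotoxic reference compound wells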
KLF5 inh: kruppel-like factor 5 inhibition | inhibition, % at 5 µM | hit rate 0.23% among 290,000 | DLD-1 KLF5 promoter-luciferase reporter, luminescence;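 active means inhibition above a per-plate limit of that plate's mean compound inhibition plus 3 SD, cut at about 60% in these data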;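 further: 0% = DMSO wells and 100% = LY294002 at 200 µM; higher means less KLF5 promoter-driven luciferase light; inactives centre near -14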
HSP90 refold inh: blocks HSP90-mediated luciferase refolding in reticulocyte lysate. AID 1789. hit rate 0.91% among 290,000. inhibition, % at 5.6 µM. Rabbit reticulocyte lysate, luciferase refolding luminescence, 3 h;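 active means inhibition above the screen-wide mean plus 3 SD, computed separately per campaign, cut at about 16% in these data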;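 further: 0% = DMSO wells and 100% = 60 µM geldanamycin wells; inhibitors lower the luminescence because luciferase stays unfolded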
DYRK1A inh: inhibitors of rat Dyrk1A kinase; Q63470; ADP-Glo luminescence, NFATc1 peptide; inhibition, % at 12.5 µM; hit rate 0.43% among 310,000; in the data active means inhibition above about 50%;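 further: plate controls were vehicle with enzyme for no effect and no enzyme for full effect; many of its hits are not listed in these tables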
Platelet DG rel: modulates dense granule release in human platelets; human platelet-rich plasma, SFLLRN dense granule ATP release, luminescence; inhibition, %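 (compounds screened at 7.5 µM in platelet-rich plasma)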; hit rate 0.22% among 300,000; AID 1663;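 active means mean replicate score, as percent of positive control, at or above 50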
* hit, by the source's call; / = not tested or not shown. Not all compounds are listed; the hit share may differ from the screen's.

item | Molecule | GSK3B inh | aSyn 5UTR inh | HSF1 inhib | HSF-1 act | GSK3A inh | IEC-6 tox | KLF5 inh | HSP90 refold inh | DYRK1A inh | Platelet DG rel
1 | CC(=O)c1c(C)[nH]c(C(=O)OCC(=O)Nc2cc(Cl)ccc2[N+](=O)[O-])c1C | -2 | -23 | -19 | -29 | 0 | 8 | 8 | -3 | 0 | 0
2 | Cc1ccccc1COc1ccc(/C=C(\C#N)C(N)=O)cc1 | 1 | -105 | 8 | 29 | 1 | 8 | -37 | -3 | -4 | -3
3 | CCc1sc(C(=O)N2CCN(c3ccc(F)cc3)CC2)cc1C | / | -1 | 5 | 35 | -3 | 7 | 15 | 4 | -2 | 2
4 | CCc1cc(=O)oc2cc(C)cc(O)c12 | 0 | -2 | 4 | 6 | -1 | -3 | -10 | 0 | 5 | 14
5 | CC(=O)Nc1c(C)nn(C(C)=O)c1C | -1 | 8 | -3 | 4 | -1 | 1 | 7 | 5 | -2 | -2
6 | O=C(NCC1CCCO1)C1CC1(c1ccccc1)c1ccccc1 (stereo not drawn) | -2 | 3 | -8 | -4 | -3 | 1 | -8 | 5 | -2 | -12
7 | Cc1c(Cl)c([N+](=O)[O-])nn1CC(=O)N1CCCc2ccccc21 | -8 | 16 | 7 | -7 | -3 | 5 | -7 | 2 | -3 | 10
8 | CCOc1nc(SCCOc2ccccc2)nc(N(C)C)n1 | 1 | 18 | 0 | 3 | -2 | -6 | -22 | 2 | -2 | 8
9 | COc1ccccc1N(CC(O)Cn1c2ccccc2c2ccccc21)S(=O)(=O)c1ccccc1 (stereo not drawn) | -7 | -32 | 10 | 31 | -1 | -4 | -1 | -1 | -4 | 2
10 | CCCCCCOc1ccc(N2C(=O)CC(N3CCN(CCN=CC4C(=O)CC(C)(C)CC4=O)CC3)C2=O)cc1 (stereo not drawn) | -1 | / | 5 | 7 | -4 | -4 | 0 | 3 | -4 | 2
11 | CC(C)(C)c1ccc(OCC(O)CNC(=O)c2ccccc2C(=O)O)cc1 (stereo not drawn) | 3 | -15 | -14 | -18 | 1 | 5 | -42 | 5 | -3 | 0
12 | O=C(Nc1cccc(Cl)c1)N1CCCC1 | 1 | 0 | -6 | 0 | -3 | 2 | -5 | -1 | -3 | 5
13 | O=c1oc2ccccc2c(N2CCCC2)c1CN1CCCC1 | -2 | 16 | -7 | -10 | 1 | 1 | -10 | 0 | 15 | -4
14 | COc1ccc(C(F)(F)F)cc1N/C=C/c1nnnn1-c1ccc2ccccc2c1 | -1 | 25 | 4 | 2 | -3 | 5 | 1 | -1 | / | 9
15 | CCCCNC(=O)c1c(CSc2ccc(Cl)cc2)noc1C(=O)NCCC | 4 | 29 | 8 | 14 | -6 | / | / | / | 6 | 1
16 | CCCN(CCC)c1nc2ccccc2n2c(C)nnc12 | 4 | 28 | -5 | 3 | 1 | 4 | 4 | 5 | -1 | -10
17 | COc1ccc(NC(=O)CSc2nc3ccccc3c(=O)n2CCCN2CCC(C)CC2)c(OC)c1 | -1 | 0 | 0 | 2 | 1 | -7 | -17 | 3 | / | 1
18 | CC1CN(C(=O)c2ccc(NS(=O)(=O)c3cccc(Cl)c3)cc2)CC(C)O1 (stereo not drawn) | -1 | -6 | -1 | 20 | / | -1 | -28 | 1 | 0 | 0
19 | CCn1cc(C(=O)NCCCOC)c(=O)c2cc(S(=O)(=O)N3CCCC3)ccc21 | 1 | 11 | 2 | -2 | 2 | -13 | -23 | -6 | 8 | 0
20 | O=C(O)C1C(C(=O)Nc2ccc(Cl)cc2)C2C=CC1C21CC1 (stereo not drawn) | -2 | 2 | 6 | 28 | 0 | 2 | 3 | -3 | 2 | 2
21 | COc1ccc(-c2cc(C(=O)N3CCCC3)c3ccccc3n2)cc1 | -3 | -49 | 2 | -11 | 0 | 7 | -45 | -3 | / | 5
22 | Cc1cc(Oc2ccccc2)nc(N)n1 | 2 | 29 | 0 | 4 | -3 | 3 | -27 | 4 | 9 | 1
23 | CC(=O)N(C1=C(N)C(=O)c2ccccc2C1=O)c1ccccc1 | 3 | 78* | 8 | 12 | -3 | -3 | -34 | 6 | -4 | -3
24 | CCC1OC(c2ccc([N+](=O)[O-])cc2)=Nc2ccccc21 (stereo not drawn) | -2 | -4 | -2 | -4 | -1 | 6 | -51 | 7 | 0 | 1
25 | CC(C)OCCCNC(=O)CNC(=O)c1ccc(Cl)c(Cl)c1 | 1 | 21 | 0 | 2 | -1 | -1 | 10 | 1 | -2 | -1
26 | CCCOC(=O)Nc1sc2c(c1C(N)=O)CCCC2 | 1 | -41 | 15 | 28 | -1 | 6 | -1 | 2 | / | -2
27 | CC1(C)COCN1C(=O)c1ccc(Cl)c(Cl)c1 | -5 | -1 | -5 | -3 | -5 | 0 | -18 | 2 | -1 | -4
28 | COc1ccc(CCNC(=O)Cn2cccc2C(=O)c2ccccc2)cc1OC | 3 | 2 | -3 | -4 | -1 | -7 | -13 | -4 | -5 | 4
29 | Cc1ccccc1N1C(N)=NC(N)=NC1(C)C | -3 | 9 | 3 | 10 | -3 | -4 | -17 | -1 | 11 | 11
30 | CC(C(=O)Nc1ccccc1-c1ccccc1)N(C)Cc1nc2ccccc2c(=O)[nH]1 (stereo not drawn) | 1 | -3 | 10 | 18 | 0 | 16 | -38 | 3 | -2 | 1

31: CNC(=O)c1nn(-c2ccccc2)ccc1=O
32: COc1ccc(CNC(=O)c2ccc3c(c2)N(C)CCS3)cc1
33: CCOC(=O)Cc1csc(NC(=O)c2sc3nc4ccc(CC)cc4cc3c2N)n1
34: CC(=O)NS(=O)(=O)c1cccnc1Nc1ccc(Cl)c(Cl)c1
35: CCN1CCc2c(OCC(=O)N3CCCc4ccccc43)cccc2C1=O
36: CC(=O)Nc1cccc(N(C)C)c1
37: CCOC(=O)C1=C(O)/C(=C/c2ccc(OCC(=O)O)c(OCC)c2)SC1=Nc1ccccc1
38: CCC(c1nnc(SCC(=O)NNC(=O)c2ccccc2)n1Cc1ccccc1)N(C)C (stereo not drawn)
39: Cc1ccccc1-n1c(SC2CCOC2=O)nnc1-c1ccncc1 (stereo not drawn)
40: O=C1N/C(=C/c2ccc(Br)s2)C(=O)N1c1ccccc1

screen / no. | 31 | 32 | 33 | 34 | 35 | 36 | 37 | 38 | 39 | 40
GSK3B inh | 3 | -1 | 2 | 1 | 0 | -2 | 1 | -2 | -1 | 1
aSyn 5UTR inh | -4 | -21 | -14 | 11 | -2 | -14 | 17 | -3 | -19 | -81
HSF1 inhib | -2 | 15 | -54* | -1 | 4 | -4 | 1 | 4 | 4 | 8
HSF-1 act | 15 | 12 | -64 | -7 | 10 | -4 | 23 | 9 | 1 | 21
GSK3A inh | -1 | -1 | -1 | -2 | -1 | -2 | -2 | -1 | 2 | -1
IEC-6 tox | -5 | 2 | -7 | -4 | 0 | -1 | -4 | / | 2 | 0
KLF5 inh | -4 | -6 | 9 | 4 | 6 | 3 | -1 | / | 0 | -58
HSP90 refold inh | 1 | -5 | 0 | 0 | 2 | -2 | 0 | / | 2 | -1
DYRK1A inh | -1 | 1 | 6 | -9 | / | 16 | 4 | 4 | 0 | -4
Platelet DG rel | -3 | 0 | 1 | -13 | 4 | -24 | -2 | 11 | 3 | -1

An excerpt from above in order of formula weight, rising.
5: CC(=O)Nc1c(C)nn(C(C)=O)c1C
4: CCc1cc(=O)oc2cc(C)cc(O)c12
8: CCOc1nc(SCCOc2ccccc2)nc(N(C)C)n1
7: Cc1c(Cl)c([N+](=O)[O-])nn1CC(=O)N1CCCc2ccccc21
40: O=C1N/C(=C/c2ccc(Br)s2)C(=O)N1c1ccccc1
39: Cc1ccccc1-n1c(SC2CCOC2=O)nnc1-c1ccncc1 (stereo not drawn)

screen / no. | 5 | 4 | 8 | 7 | 40 | 39
GSK3B inh | -1 | 0 | 1 | -8 | 1 | -1
aSyn 5UTR inh | 8 | -2 | 18 | 16 | -81 | -19
HSF1 inhib | -3 | 4 | 0 | 7 | 8 | 4
HSF-1 act | 4 | 6 | 3 | -7 | 21 | 1
GSK3A inh | -1 | -1 | -2 | -3 | -1 | 2
IEC-6 tox | 1 | -3 | -6 | 5 | 0 | 2
KLF5 inh | 7 | -10 | -22 | -7 | -58 | 0
HSP90 refold inh | 5 | 0 | 2 | 2 | -1 | 2
DYRK1A inh | -2 | 5 | -2 | -3 | -4 | 0
Platelet DG rel | -2 | 14 | 8 | 10 | -1 | 3

(continued)
41: COc1ccc(CN2CCC(C(=O)N3CCN(c4ccccc4F)CC3)CC2)cc1OC
42: CC(C)c1ccc(C(=O)NC2=NCCS2)cc1
43: Cc1ccc(Oc2ccccc2/C=C/C(=O)O)cc1
44: Cc1cc([N+](=O)[O-])nn1CCCC(=O)N1CCN(c2ccc(F)cc2)CC1
45: COc1ccc(C(CNC(=O)c2ccc(NS(=O)(=O)c3ccc(F)c(C)c3)cc2)N(C)C)cc1 (stereo not drawn)
46: COc1cccc(CNC(=O)c2ccccc2C(=O)NC(C)(C)C(=O)NCc2cccc(OC)c2)c1
47: Cc1cc(C)n(C(=O)Cc2cn3ccsc3n2)n1
48: N#C/C(=C\c1ccc(OCCN2CCOCC2)cc1)C(=O)Nc1ccccc1F
49: O=C(CCC(=O)N(CC(=O)NC1CCCCC1)c1ccc2c(c1)OCCO2)Nc1ccccn1
50: Cc1cc(C)n(/N=C/c2cccs2)c(=O)c1C#N
51: O=C(c1cccc2c1-c1ccccc1/C2=N/O)N1CCCCC1
52: COc1ccc(CN2C(=O)CCC2(C)C(=O)NC2CCCC2)c(OC)c1 (stereo not drawn)
53: c1ccc(COc2cccc(CNCc3cccs3)c2)cc1

screen / no. | 41 | 42 | 43 | 44 | 45 | 46 | 47 | 48 | 49 | 50 | 51 | 52 | 53
GSK3B inh | 6 | 0 | 6 | 9 | -1 | 5 | -3 | -1 | 2 | 3 | -3 | 1 | 0
aSyn 5UTR inh | -8 | -8 | 23 | 20 | -7 | 4 | -1 | -9 | -38 | -12 | -2 | 0 | -7
HSF1 inhib | 3 | / | -5 | -4 | 3 | -14 | -4 | -3 | -33 | 5 | -17 | -9 | 17
HSF-1 act | 17 | / | 7 | 1 | 0 | -34 | 4 | -10 | -47 | -4 | -27 | -1 | 31
GSK3A inh | / | -1 | -2 | 0 | 1 | -13 | -9 | -4 | -47 | 3 | 4 | -1 | 1
IEC-6 tox | 6 | -4 | 9 | 2 | / | -2 | 4 | 2 | 6 | 71* | 5 | -3 | -10
KLF5 inh | 12 | -106 | -1 | -20 | / | -25 | -3 | -22 | -10 | -31 | 0 | 6 | -16
HSP90 refold inh | 6 | 18* | 2 | 2 | / | -6 | -1 | 2 | 1 | 2 | -2 | 0 | 0
DYRK1A inh | -2 | -3 | -1 | 3 | -4 | -2 | 8 | / | / | 1 | 60* | -3 | 0
Platelet DG rel | -4 | -1 | 0 | 7 | -3 | 10 | 10 | -6 | 0 | -1 | -4 | -6 | -3
